SENP1 FRET inh: human SENP1 catalytic domain inhibitors, primary screen, biochemical, FRET, uHTS; Sentrin-specific protease 1 (Homo sapiens), Q9P0U3; recombinant SENP1 catalytic domain, CyPet-SUMO1-YPet FRET cleavage; inhibition, % at 10 µM; 360,000 compounds, 0.21% hits; AID 624204, 2012;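 active = inhibition at least 30% at 10 µM, raw YFP signal under a set limit, fluorescence ratio 0.5 to 1.5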;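 also: 0% = enzyme with DMSO and 100% = no enzyme wells; some results filed as inactive read as strong as hits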
Target sequence (Q9P0U3 419-644 limits assumed): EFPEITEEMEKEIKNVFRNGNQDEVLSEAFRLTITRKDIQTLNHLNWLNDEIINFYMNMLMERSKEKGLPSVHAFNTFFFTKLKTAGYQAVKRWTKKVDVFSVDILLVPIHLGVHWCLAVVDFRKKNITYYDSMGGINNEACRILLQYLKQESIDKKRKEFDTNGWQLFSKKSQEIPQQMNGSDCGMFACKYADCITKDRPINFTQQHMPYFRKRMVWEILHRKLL
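Test system: hSENP1 catalytic domain, recombinant; Amount: 20 pM final SENP1 enzyme; Medium: Tris pH 8 buffer plus EDTA, NaCl, BME, BSA, NP40, catalase; Schedule: 50 min enzyme reaction, room temperature, light-protected; Technique: FRET fluorescence in CFP and YFP emission channels; Controls: no-enzyme wells low, DMSO-plus-enzyme wells high control.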
An asterisk follows results filed as active. This is a subset. The share of hits here may be higher or lower than overall.

No.	Structure	SENP1 FRET inh
1	CC(C)C(=O)Nc1cccc(COc2ccccc2CN(Cc2ccccc2)C(=O)OC(C)(C)C)c1	1
2	CCOC(=O)c1ccc(S(=O)(=O)N2CCN(CC(O)COc3cccc(C(C)=O)c3)CC2)cc1 (stereo not given)	-5
3	COC(=O)c1cccc(NC(=O)CCN2C(=O)NC(C)(C)C2=O)c1	2
4	O=C1c2cc(O)c(O)cc2OC(c2ccc(O)c(O)c2)C1O (stereo not given)	24
5	C[C@H](CO)N1C[C@H](C)[C@@H](CN(C)Cc2ccc3c(c2)OCO3)OCc2cnnn2CCCC1=O	1
6	Oc1ccc(C[C@H]2CN([C@@H](Cc3cccc(O)c3)CN3CCC[C@@H]3CN3C(=S)NC[C@@H]3Cc3ccccc3)C(=S)N2CC2CCCCC2)cc1	2
7	O=S(=O)(N[C@H]1C[C@@H](NS(=O)(=O)OCC(Cl)(Cl)Cl)C2CCCCC21)OCC(Cl)(Cl)Cl (stereo not given in full)	2
8	CCOC(=O)[C@@H]1CSCCS(=O)(=O)N1Cc1ccccc1Br	0
9	O=C1NC(=O)C(Cc2ccccc2)(c2ccccc2)N1 (stereo not given)	2
10	O=C(O)c1cccc(Oc2ccc(C(=O)O)c([N+](=O)[O-])c2)c1	2
11	CCc1nc2c(OCc3ccccc3C(=O)OC)cccn2c1N(C)C(=O)c1ccncc1	5
12	O=C(Nc1ccc2ccccc2c1)C(c1ccccc1F)n1c(=O)c(-c2cc3ccccc3[nH]2)nc2ccccc21 (stereo not given)	-18
13	COc1ccc(C(C)(O)c2nc(-c3cccc(C#N)c3)cs2)cc1 (stereo not given)	0
14	O=[N+]([O-])c1cccc(S(=O)(=O)Nc2ccccn2)c1	0
15	O=C(Nc1ccc(Cl)c(Cl)c1)c1ccc(Cn2cc(Cl)cn2)cc1	1
16	COC(=O)C1=CN(c2ccc(C(C)(C)C)cc2)C(N)=C(C#N)C1c1cccc2ccccc12 (stereo not given)	-17
17	CCCCC[C@@H](C)N1C[C@@H](COCc2ccccc2)Oc2cc(N3CCC[C@H]3C(N)=O)ccc2S1(=O)=O	1
18	COc1ccc(-c2ccc(CN3C(C(C)C)C(=O)N(Cc4cn(CCC5OCCCO5)nn4)CCS3(=O)=O)cc2)cc1OC (stereo not given)	1
19	CCc1ccc(CNC(=O)C2CCN(S(=O)(=O)N3CCCCC3)CC2)cc1	1
20	O=C(COC(=O)c1cccc(OC(F)F)c1)Nc1cc(S(=O)(=O)N2CCCC2)ccc1Cl	0
21	COc1cccc(C(C(=O)NC2CCCC2)N2CCN(c3ncccc3C#N)CC2)c1OC (stereo not given)	3
22	Cc1cn([C@H]2C[C@H](O)[C@@H](CCC(=O)NCc3cccs3)O2)c(=O)[nH]c1=O	1
23	O=C(c1ccc2nc[nH]c2c1)N1CCN(S(=O)(=O)c2cccc(Cl)c2)CC1	1
24	CN(C(=O)c1cccc(NC(=O)Cc2ccc(NC(=O)C3CCN(S(=O)(=O)c4cccc([N+](=O)[O-])c4)CC3)cc2)c1)C1CCCC1	3
25	COc1ccccc1-c1cnc(C(O)c2ccc(C(C)(C)C)cc2)[nH]1 (stereo not given)	-2
26	Cc1cc(Br)c2nc3c(c(C(=O)O)c2c1)CCCCC3	0
27	COc1ccccc1-c1cnc(C(O)c2ccc(Cl)cc2C)[nH]1 (stereo not given)	1
28	Cc1n[nH]c(=O)n(N=Cc2c[nH]c3ccccc23)c1=O	2
29	NC(COCc1ccccc1)c1csc(Nc2ncccn2)n1 (stereo not given)	-1
30	CCc1nc2ccc(C(=O)NC3CCN(Cc4ccccc4)CC3)cn2c1N(CC)Cc1cccc(Br)c1	-48

Exported with each value named: entries from further up.
#1 CC(C)C(=O)Nc1cccc(COc2ccccc2CN(Cc2ccccc2)C(=O)OC(C)(C)C)c1
- SENP1 FRET inh: 1
#2 CCOC(=O)c1ccc(S(=O)(=O)N2CCN(CC(O)COc3cccc(C(C)=O)c3)CC2)cc1 (stereo not given)
- SENP1 FRET inh: -5
#3 COC(=O)c1cccc(NC(=O)CCN2C(=O)NC(C)(C)C2=O)c1
- SENP1 FRET inh: 2
#4 O=C1c2cc(O)c(O)cc2OC(c2ccc(O)c(O)c2)C1O (stereo not given)
- SENP1 FRET inh: 24

The list continues:
No.	Structure	SENP1 FRET inh
31	C=CCc1cccc2cc(C(=O)Nc3ccc(S(=O)(=O)Nc4nnc(CC)s4)cc3)c(=O)oc12	-13
32	COc1ccc(COC(=O)CCCN=C2NS(=O)(=O)c3ccccc32)cc1F	2
33	COc1ccc(S(=O)(=O)N2CCOCC2)cc1NC(=O)CCCOc1ccc(C(C)=O)cc1	0
34	Nc1c(C(=O)Nc2ccc(Br)cc2)sc2nc(N3CCOCC3)c3c(c12)CCCC3	-91
35	O=C1/C(=C\c2ccccc2)CCC/C1=C/c1ccccc1	-4
36	COc1ccc(N2c3ccccc3CN(Cc3ccccc3)[C@@H](C)[C@H]2Cc2c(C)cccc2C)cc1	-14
37	Cc1cccc(C(=O)NC(=S)Nc2c(C)n(C)n(-c3ccccc3)c2=O)c1	0
38	CCOC(=O)C1CCCN(C(=O)c2ccc3ccccc3c2)CC1 (stereo not given)	3
39	CC(=O)OC[C@@H]1CN(Cc2ccccc2)C[C@H](n2cnc3c(NC4CCCC4)ncnc32)O1	-6
40	O=C(COc1ccc(S(=O)(=O)N2CCOCC2)cc1)NC1CCCCC1	2
41	Oc1ccc(C[C@H]2CNC(=S)N2CC2CCCN2C[C@H](Cc2ccc(O)cc2)N2C[C@H](Cc3ccc(O)cc3)N(CC3CCCCC3)C2=S)cc1 (stereo not given in full)	0
42	O=C1C(O)CCN1Cc1ccccc1 (stereo not given)	0
43	O=C1NC[C@H](CCCCN2CCN(CCC3CCCCC3)C(=O)C2=O)N(CCc2ccc(O)cc2)C1=O	3
44	CC1CC(C)(C)CC2(C1)NC(=O)N(CC(=O)OCC(=O)Nc1cc(S(=O)(=O)N3CCCCC3)ccc1Cl)C2=O (stereo not given)	2
45	COc1ccc(C(=O)NCCNc2nc3cc(C)cc(C)c3cc2C#N)c(OC)c1	-152
46	C=Cn1cc(CNC[C@H]2O[C@@H](n3cc(C)c(=O)[nH]c3=O)C[C@@H]2O)c(C)n1	-3
47	CCCCNc1c(-c2cc3ccccc3o2)nc2nc(C)cc(C)n12	-20
48	COc1cc(CNC(=O)Nc2nnc([C@H]3C[C@H](O)[C@@H](CO)O3)s2)cc(OC)c1OC	2
49	O=C1Cc2cc(O)ccc2O1	1
50	O=C(Nc1ccc(F)cc1)N[C@H]1CC[C@H](CCNS(=O)(=O)c2cccc(Cl)c2)O[C@@H]1CO	2
51	Cc1cc2c(cc1C)N[C@]1(C[C@H]3CCCC(=O)N4CC[C@@H](C1)[C@@H]34)C(=NC(C)(C)CC(C)(C)C)N2	-1
52	CC1(C(=O)NCc2ccccc2)CCC(=O)N1CCCn1ccnc1 (stereo not given)	4
53	CCOc1ccc(-c2cc(C(=O)NCCOC)[nH]n2)c(C)c1	0
54	CC1CCCC(NC(=O)COC(=O)c2ccccc2C(=O)N(C)C2CCCCC2)C1C (stereo not given)	3
55	CN(C)c1ccc(Sc2ccc3nc(N)nc(N)c3c2)cc1	4
56	Cc1cccc(C#CC2=CC(=O)CC(C)(C)C2)c1	1
57	CC1(C(=O)NS(=O)(=O)c2ccc(F)cc2F)CCN1C(=O)c1ccco1 (stereo not given)	3
58	O=c1[nH][nH]c2c1[C@@H](c1ccc(F)cc1)O[C@H](CCc1ccccc1)C2	4
59	O=C(Nc1ccc([N+](=O)[O-])cc1)Nc1nc(-c2ccc(Cl)s2)cs1	2
60	Cc1ccc(S(=O)(=O)NC(=O)C2(C)CCN2C(=O)C2(c3ccc(Cl)cc3)CC2)nc1 (stereo not given)	0
61	CCCS(=O)(=O)NC(=O)C1(C)CCN(C(=O)c2ccc(C#N)cc2)C1 (stereo not given)	1
62	O=C(Nc1ccnn1C1CCN(Cc2ccc(CO)o2)CC1)c1cccc(F)c1	0
63	COc1ccc(Cl)cc1N1C(=O)/C(=C/c2sccc2C)N=C1SCC(=O)NC1CC1	-114
64	CCNC(=S)Nc1ccc2c(c1)c(=O)n(C)n2-c1ccc(C(C)(C)C)cc1	-28
65	CC(C)NC(=O)N(C)C[C@@H]1Oc2cc(C#Cc3ccccn3)ccc2S(=O)(=O)N([C@@H](C)CO)C[C@H]1C	-3
66	Cc1cccc(N2CCN(C(C(=O)NCc3ccccc3)c3ccc(F)cc3)CC2)c1C (stereo not given)	2
67	O=C(NCCN1CCC(n2c(=O)[nH]c3ccccc32)CC1)c1ccc(Cl)c(Cl)c1	1
68	COc1cccc(CNC(=O)[C@@H]2CCCN2C(=O)[C@H]2CCCCN2C(=O)c2ccccc2C)c1	1
69	CCc1nc2ccc(C(=O)NCc3ccccc3OC)cn2c1N(CCC(C)C)CCN(C)C	-143
70	CSc1nc2ncncc2[nH]1	2
71	Cc1cccc(C)c1NC(=O)Nc1nc(C(N)c2ccccc2Cl)cs1 (stereo not given)	1
72	COc1cc2c(cc1NC(=O)c1ccccc1-c1ccccc1C(=O)O)-c1ccccc1C2	2
73	O=C(O)C(=Cc1ccccc1[N+](=O)[O-])c1ccccc1	0
74	CC(=O)c1ccc2cc3c(cc2c1)OCO3	0
75	Cc1ccccc1S(=O)(=O)N(C)C[C@@H]1OCc2cn(nn2)CCCC(=O)N([C@H](C)CO)C[C@H]1C	0
76	CN1C=CC(=O)[C@@H](O)[C@H]1c1ccccc1Br	-2
77	CCN(CC)C(=O)Cn1cc(SCC(=O)NC2CCCCC2)c2ccccc21	1
78	CCNC(=O)C1(C)CCCN(Cc2csc(-c3ccccc3)n2)C1 (stereo not given)	-4
79	CCOC(=O)c1c(-c2ccc(C)cc2)csc1NC(=O)/C(C#N)=C/c1ccc(O)c(OC)c1	-26
80	Cc1ccc(C)c(S(=O)(=O)N(C)c2ccc(OC(=O)CN3C(=O)NC4(CCCC4)C3=O)cc2)c1	0
81	CN(C)c1ncnc2c1ncn2[C@H]1CN(Cc2cccnc2)C[C@@H](CO)O1	-3
82	CCCCNC(=O)C1(C)CCN1C(=O)c1cccc(OC(F)(F)F)c1 (stereo not given)	0
83	COCCN1C(=O)COc2ccccc2C1C(=O)Nc1ccc2c(c1)OCCO2 (stereo not given)	1
84	COc1ccccc1-c1cnc2c(Nc3cccc(OC(F)(F)C(F)F)c3)nccn12	0
85	CC(=O)Nc1cccc(-c2cc(NC(C)=O)c3ncc(-c4ccc(F)cc4)n3c2)c1	-11
86	O=C(C[C@@H]1CC[C@H](NC(=O)Cc2ccccn2)[C@@H](CO)O1)NCCc1ccccc1	-1
87	CC1(C(=O)NCc2cccnc2)CCN1C(=O)c1cccc(F)c1 (stereo not given)	-1
88	CCCS(=O)(=O)NC(=O)C1(C)CCCN(C(=O)Cc2ccc3ccccc3c2)C1 (stereo not given)	-1
89	COC(=O)c1c(C)[nH]c(C(=O)OC(C)C(=O)NC2CCCCC2C)c1C (stereo not given)	-5
90	O=[N+]([O-])c1ccc(-c2csc(COc3ccccc3)n2)cc1	0

(next part)
No.	Structure	SENP1 FRET inh
91	O=C(NC1CCCC1)C(c1ccccc1)n1c(-c2ccc3c(c2)CCO3)nc2ccccc21 (stereo not given)	1
92	CCCCn1nnnc1C(c1ccccc1)N1CCN(c2ncc(C(F)(F)F)cc2Cl)CC1 (stereo not given)	2
93	CCCNC(=O)C1(C)CCCN(C(=O)c2cccc(OC(F)(F)F)c2)C1 (stereo not given)	2
94	O=C(c1ccccc1)c1ccc[nH]1	3
95	Cc1cc(F)ccc1-c1cc(C(=O)NC2CCCCC2)[nH]n1	3
96	Cc1ccc(Cc2c(-c3ccc(C)cc3)nc3ccc(Br)cn23)cc1	13
97	CC(=O)NCCCNC(=S)NCCCN(Cc1ccc(Cl)cc1)c1ccc(Br)cn1	0
98	COC(=O)[C@H](Cc1ccccc1)NCCCn1cnc(C(=O)Nc2ccc(C)c(C)c2)n1	1
99	O=C(COC(=O)c1cc(S(=O)(=O)N2CCCCC2)ccc1N1CCOCC1)c1ccccc1Cl	3
100	Oc1cccc(-c2nnc(-c3cccc(O)c3)nn2)c1	4
101	CCOP(=O)(OCC)/C(C#N)=C/c1cc(OC)ccc1OC	-28
102	OC(c1ccc(F)c(F)c1)c1nc(-c2cccc3cccnc23)cs1 (stereo not given)	0
103	CCOC(=O)[C@]12CCC=C1N(Cc1ccccc1)C(=O)[C@H](CC(=O)N1CCCCC1)C2	-3
104	N#C/C(=C\c1ccc(O)c([N+](=O)[O-])c1)c1nc2ccccc2s1	32*
105	O=C(c1c[nH]c2ccc(S(=O)(=O)N3CCOCC3)cc2c1=O)N1CCN(c2ccccn2)CC1	-2
106	CC(C)NC(=O)C1(C#N)C=C1c1ccccc1 (stereo not given)	-4
107	Cc1ccc(NC(=O)NC(=O)N(C(C)C)S(C)(=O)=O)nc1	1
108	Cc1cc(C)c(C(O)c2ncc(-c3cccc(F)c3)[nH]2)c(C)c1 (stereo not given)	-2
109	CC(=O)C(=Cc1ccc(Cl)cc1)C(=O)c1ccccc1	1
110	C[C@@H]1CN([C@H](C)CO)C(=O)CCCn2cc(nn2)CO[C@H]1CN(C)C(=O)c1ccccc1	0
111	CC(C)CC1C(=O)N(Cc2cn(Cc3ccco3)nn2)CCS(=O)(=O)N1Cc1ccc(-c2cccc(N(C)C)c2)cc1 (stereo not given)	-1

Individual results from the entries so far:
compound 100 @ SENP1 FRET inh = 4
compound 99 @ SENP1 FRET inh = 3
compound 103 @ SENP1 FRET inh = -3
compound 96 @ SENP1 FRET inh = 13
compound 95 @ SENP1 FRET inh = 3
compound 98 @ SENP1 FRET inh = 1
compound 104 @ SENP1 FRET inh = 32*
